DRD3 antagonist – antagonists of human D3 dopamine receptor; max response, negative = inhibition, %; AID 652054; D3R cells, DiscoveRx beta-arrestin luminescence, antagonist mode; hits give low values; P35462; 360,000 compounds, 2.5% hits; in the data active means max response below about -50%; inconclusive means no clear call, values can overlap the other calls; further: on the % scale 0 is the no-effect control and ±100 the full control effect; mostly tested at two doses, the higher about 12 µM
Target sequence (P35462 whole entry, looked up): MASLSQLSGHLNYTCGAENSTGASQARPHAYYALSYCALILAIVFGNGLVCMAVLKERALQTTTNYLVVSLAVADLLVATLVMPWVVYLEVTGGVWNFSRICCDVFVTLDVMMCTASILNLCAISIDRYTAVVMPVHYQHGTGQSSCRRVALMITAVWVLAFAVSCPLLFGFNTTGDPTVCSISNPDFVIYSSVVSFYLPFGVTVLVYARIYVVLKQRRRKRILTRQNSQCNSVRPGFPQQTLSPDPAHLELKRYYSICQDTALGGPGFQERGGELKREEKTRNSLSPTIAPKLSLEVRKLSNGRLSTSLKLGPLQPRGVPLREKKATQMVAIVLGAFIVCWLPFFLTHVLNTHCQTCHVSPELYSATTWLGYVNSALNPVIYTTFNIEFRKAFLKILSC
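Cells plated overnight at 1500 cells/well, then exposed to library compounds with dopamine controls for 90 minutes at 37 degrees C. DiscoveRx reagent added for 30–60 minutes at room temperature; luminescence read, quantitative HTS format.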
WRN helicase inh – blocks human WRN helicase | Q14191 | WRN helicase unwinding, fluorescent forked duplex, kinetic | Potency, µM (top dose mostly 114 µM), for the others: top-dose activity change, negative = inhibition, actives largely listed as inhibitors | 360,000 compounds, 0.46% hits; further: potency means the concentration at half of the fitted maximal effect; on the % scale 0 is the no-effect control and ±100 the full control effect; nearly all actives have a fitted effect of over 55% in size
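Fluorescence dequenching readout, ex 525 nm/em 598 nm, kinetic mode: forked duplex DNA (100 nM final) with adjacent fluorophore and quencher unwound by WRN (20 nM final) with 2 mM ATP. Compound preincubation 15 min, room temperature.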
IL-2 act – activators of IL-2. IL-2 activation reporter assay, cell-based qHTS; stimulated with anti-CD3/CD4/CD28 beads; in transgenic mouse T cells. activation, % (series mostly up to about 46 µM). 360,000 compounds, 0.065% hits; in the data active means activation above about 50%; inconclusive means mostly about 30% to 49%; further: 0% is about no effect
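EGFP and DsRed fluorescence is measured by plate cytometry in unstimulated transgenic mouse T cells exposed to compound for 60 minutes, then stimulated 18 hours at 37 degrees C with anti-CD3/anti-CD4 beads plus anti-CD28.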
D3 ag – agonists of human D3 dopamine receptor | D3R DiscoveRx beta-arrestin cells, luminescence, 90 min | 410,000 compounds, 0.58% hits | P35462 | max activation, % | AID 652048; in the data active means max activation above about 30%; further: 0% is about no effect; mostly tested at two doses, the higher about 12 µM
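Agonist-mode cell screen: cells plated at 1500/well and incubated overnight at 37 °C, then exposed to library compounds for 90 min at 37 °C. Detection reagent was added for 30–60 min at room temperature, and luminescence was read.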
GLP-1R agonist – GLP-1 receptor (human) agonism. 380,000 compounds, 0.007% hits. AID 624172. Potency, µM (top dose mostly 45.6 µM), inactives show at the top dose activation, hits mostly activators. HEK293 GLP-1R CRE-luciferase, luminescence, 4-6 h; cells express a hypersensitive GLP-1R form. P43220; further: potency means the concentration at half of the fitted maximal effect; % of control where 0% means no effect
Target sequence (P43220 whole entry, looked up): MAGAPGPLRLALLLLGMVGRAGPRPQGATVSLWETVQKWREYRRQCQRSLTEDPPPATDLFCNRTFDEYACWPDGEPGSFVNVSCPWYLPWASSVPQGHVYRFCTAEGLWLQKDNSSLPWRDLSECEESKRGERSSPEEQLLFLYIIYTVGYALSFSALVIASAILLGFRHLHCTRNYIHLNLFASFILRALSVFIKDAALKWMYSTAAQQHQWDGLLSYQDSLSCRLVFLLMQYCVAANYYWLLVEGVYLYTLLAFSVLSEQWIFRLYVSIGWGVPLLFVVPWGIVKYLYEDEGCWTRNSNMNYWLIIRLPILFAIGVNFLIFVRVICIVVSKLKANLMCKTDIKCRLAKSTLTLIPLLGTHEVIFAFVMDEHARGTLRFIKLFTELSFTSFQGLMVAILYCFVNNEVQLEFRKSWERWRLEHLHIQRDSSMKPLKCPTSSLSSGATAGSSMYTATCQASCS
GLP1R inv ag – inverse agonists of human GLP-1 receptor | P43220 | HEK293 GLP-1R CRE-luciferase, luminescence, 24 h; GLP-1R form is constitutively active | Potency, µM (doses to about 38.3 µM), without a hit: at the highest dose activity change, negative = inhibition, actives largely listed as inhibitors | 410,000 compounds, 1.6% hits | AID 624417; further: potency means the concentration at half of the fitted maximal effect; on the % scale 0 is the no-effect control and ±100 the full control effect; nearly all actives have a fitted effect of over 55% in size
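HEK293 cells stably co-expressing a cAMP-responsive luciferase reporter and constitutively active GLP-1R were seeded, incubated 12 h, then exposed to compounds for 24 h at 37 C. Luminescence was read 12 min after detection reagent; inverse agonists lower signal.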
HEK293 tox – cytotoxicity in counter-screen for GLP-1R inverse agonists; HEK293 cAMP-luciferase reporter cells, luminescence, 24 h; Potency, µM (top dose mostly 38.3 µM), inactives show at the highest dose activity change, negative = inhibition, actives largely listed as inhibitors; 410,000 compounds, 0.13% hits;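 further: loss of luciferase light is scored as toxicity; potency means the concentration at half of the fitted maximal effect; on the % scale 0 is the no-effect control and ±100 the full control effect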
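To flag toxic compounds, the library was rerun on cells for 24 hr at 37 deg C and 5% CO2. Viability-linked luminescence was captured 12 min after adding luciferase detection reagent.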
PI5P4K alpha inh – inhibitors of human PI5P4K alpha | PI5P4Kalpha enzyme, ADP-Glo luminescence, 60 min; hits give low values | P48426 | max response, % | AID 652105 | 330,000 compounds, 1.2% hits; active means max response of -50% or lower; inconclusive means between -30% and -50%; inactive means -30% or higher; further: value at the top dose of about 77 µM; on the % scale 0 is the no-effect control and ±100 the full control effect
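Single end-point luminescence (ADP-Glo) quantified ADP from PI5P4Kalpha turnover; ATP 5 microM final, 1 h at RT, 0.1% CHAPS and 0.28 mM EGTA in HEPES pH 7.4.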
PLK1 PBD inh – inhibitors of human PLK1 polo-box domain binding | P53350 | Plk1 PBD binding of FITC phosphopeptide, fluorescence polarization | Potency, µM, for inactives: max response, negative = inhibition, most hits filed as inhibitors | 360,000 compounds, 2.8% hits; further: potency means the concentration at half of the fitted maximal effect; series mostly up to about 57 µM; on the % scale 0 is the no-effect control and ±100 the full control effect; nearly all actives have a fitted effect of over 65% in size
Numbers without * were called inactive; ? = inconclusive; nt = no result given; [ ] = dose if it differs, or a comment. Unless noted, the call rests on the fitted dose curve; in most records, active means well fitted curve in the direction sought with a large enough effect; inconclusive means small, poorly fitted or top-dose-only effect, or another doubt; inactive means no such curve, though single readings can be large; an effect the other way counts as inactive or inconclusive.

The line under a structure holds: PLK1 PBD inh	GLP-1R agonist	PI5P4K alpha inh	HEK293 tox	DRD3 antagonist	D3 ag	WRN helicase inh	IL-2 act	GLP1R inv ag
(1) COCCNC(=O)COc1ccc(Nc2ccccc2)cc1
  -8%	4%	-7	11%	9	-2	-3%	-3.9	-3%
(2) Cc1ccc(NC(=O)COC(=O)c2nn(C)c(=O)c3ccccc23)cc1F
  1%	9%	-1	-3%	54	-3	4%	-0.4	15%
(3) COc1ccc(CN2CCNC(=O)C2CC(=O)N(C)CCC2CCOCC2)c(OC)c1 (stereo not given)
  -15%	1%	2	26%	0	1	-1%	-0.3	5%
(4) CNC(=O)c1ccccc1NC(=O)c1ccc(C)c(S(=O)(=O)N2CCCCC2)c1
  -2%	0%	0	-26%	20	1	-10%	0.4	?
(5) Cc1cc2ncn(N)c2cc1C
  -1%	-8%	nt	6%	2	3	2%	-3.4	-2%
(6) CCC(C(=O)NC(C)CCc1ccco1)n1nc(C)n2c(cc3occc32)c1=O (stereo not given)
  -9%	18%	-4	15%	-15	-10	-3%	2.3	-18%
(7) COc1ccccc1N1CCN(C(=O)CN2C(=O)C3CCCCC3C2=O)CC1 (stereo not given)
  -13%	8%	1	7%	-16	0	3%	0.6	6%
(8) NCCCC[C@H]1CNC(=O)C(=O)N1CCc1cccc(F)c1
  7%	2%	0	?	-4	-8	4%	-0.3	10%
(9) CC(C)(C)NC(=O)C1CCC(CNS(=O)(=O)c2cccc3nsnc23)CC1 (stereo not given)
  -10%	-4%	-1	19%	4	2	6%	-3.7	-16%
(10) Cc1c(C(=O)N2CCC(C)CC2)oc2ccc3c(c12)C(O)CC1(CCCCC1)O3 (stereo not given)
  -9%	8%	8	?	5	-7	4%	-3.0	?
(11) COc1ccc(-n2c(=S)[nH]c3[nH]ncc3c2=O)cc1
  -10%	-1%	-9	0%	-3	1	8%	0.5	-6%
(12) COc1ccc(C(C)NC(=O)c2ccc(Cl)cc2)cc1OC (stereo not given)
  -9%	6%	6	19%	?	-8	26%	0.0	33%[activator]
(13) CCOc1cc(S(=O)(=O)NCc2ccccc2)ccc1Br
  2%	28%	7	6%	4	-1	-8%	0.1	?
(14) Cn1cccc1C(=O)OCC(=O)Nc1ccc2[nH]c(=O)[nH]c2c1
  0%	-3%	-3	-15%	-11	1	-15%	0.1	15%
(15) CCc1ccc(NC(=O)C(=O)NNC(=O)COc2cccc(OC)c2)cc1
  -5%	-19%	-1	5%	0	-6	0%	-2.4	11%
(16) CCC(C)Sc1nc2c(c(=O)[nH]c(=O)n2C)n1CC(O)COc1ccccc1C (stereo not given)
  11µM*	14%	-8	-9%	34	2	-4%	-2.0	?
(17) O=C(CCc1ccccc1)N/N=C/c1cccc([N+](=O)[O-])c1
  3%	-8%	1	2%	7	3	4%	-2.4	38%
(18) Oc1ccc(Oc2ccc3c(C(F)(F)F)cc(C(F)(F)F)nc3n2)cc1
  0%	-2%	nt	-28%	85	44*	-5%	-0.5	2%
(19) OCc1ccc(-c2cccc3nccn23)cc1
  -2%	4%	1	0%	0	5	-3%	-0.3	12%
(20) Cc1ccc(CNC(=O)CCCC(=O)Nc2cc(C)on2)cc1
  15µM*	10%	-29	?	0	3	-18%	-1.4	0%
(21) CC1CCN(C(=O)COC(=O)c2ccc(N3CCCC3=O)cc2)CC1
  1%	-8%	5	-14%	-1	6	1%	1.0	13%
(22) C/C(=N\NC(=O)c1ccccc1Cl)c1ccccn1
  -2%	-10%	-2	-8%	?	-11	-4%	0.7	?
(23) O=C(COC(=O)Cc1cccc(C(F)(F)F)c1)NCc1ccco1
  ?	-3%	?	17%	7	6	?	1.2	17%
(24) CC(C)CC(=O)NC(=S)Nc1nc(-c2cccc3ccccc23)cs1
  -16%	7%	15	-3%	-73*	-9	-1%[57.1 µM]	1.3	?
(25) Cc1c(NC(=O)Nc2cccc(C#N)c2)c(=O)n(-c2ccccc2)n1C
  4%	-4%	-1	3%	11	2	-2%	-4.2	8%
(26) CN1CCCCC1(C)C(=O)NCc1ccc(C(C)(C)C)cc1 (stereo not given)
  -7%	3%	-7	7%	-14	-7	-1%	1.1	-16%
(27) Cc1ccsc1C(=O)Nc1n[nH]c(C(F)(F)F)n1
  -23%	-3%	16	-36%	-18	5	42%[activator]	-3.2	2%
(28) CN(C)S(=O)(=O)n1cc(/C=C(\NC(=O)c2ccccc2F)C(=O)N2CCCC2)c2ccccc21
  2%	-6%	0	4%	19	25	2%[57.1 µM]	-2.7	23%
(29) CCOc1ccc(C(=O)CCCC(=O)c2ccc(OCC)cc2)cc1
  -3%	-3%	0	0%	-11	2	-4%	-0.7	1%
(30) CCOC(=O)N1CCN(CC(O)c2c[nH]c3ccc(OC)cc23)CC1 (stereo not given)
  -12%	0%	3	3%	65	2	1%	0.1	16%
(31) CC(O)CN(CC(C)O)c1ccc2c(c1)Cc1cc([N+](=O)[O-])ccc1-2 (stereo not given)
  28%	2%	7	34%[activator]	?	-25	-8%	-3.0	?
(32) CCN(CC(=O)NCCCn1ccnc1)S(=O)(=O)c1ccc(C)cc1
  -1%	3%	9	-4%	0	-4	-3%	-0.9	-10%
(33) O=C(O)CN1CCN(Cc2ccccc2)C1=O
  -3%	-10%	nt	4%	7	5	5%	-1.4	136%[activator]
(34) COCCNc1nc2cc(-c3ccccc3)sc2c(=O)n1C
  -7%	-6%	-4	3%	0	-19	-3%	0.4	9%
(35) CC(C)C(C(=O)Nc1sc2c(c1C#N)CCCCC2)N1C(=O)c2ccccc2C1=O (stereo not given)
  -6%	-18%	-8	-7%	-20	1	0%	0.1	-24%
(36) CN(C)S(=O)(=O)c1ccc2c(c1)C(CC(=O)O)NC2=O (stereo not given)
  ?	-27%	-21	-12%	3	1	9%	0.0	10%
(37) CCCNC(=O)CCCN1C(=O)c2ccccc2Sc2ncccc21
  7%	-4%	-1	1%	24	-2	6%	-3.5	14%
(38) CC(C)CC(NC(=O)C(NC(=O)C(Cc1ccc(OCc2ccccc2)cc1)NC(=O)OC(C)(C)C)C(C)C)C(N)=O (stereo not given)
  -6%	-3%	3	-16%	-14	-1	2%	-0.5	-6%
(39) COCCCNC(=O)/C=C/c1ccc(OCc2c(F)cccc2Cl)cc1
  4%	1%	-12	-6%	-16	2	-1%	-4.5	?
(40) COc1ccccc1CNc1ccc([N+](=O)[O-])cc1C
  ?	23%	-1	-3%[7.66 µM]	5	2	-6%	-0.4	2%[7.66 µM]
(41) CCN1CCN(C(=O)C2CCN(c3nnc(C)c4c(C)n(-c5ccc(C)cc5)nc34)CC2)CC1
  -3%	-2%	6	?	-9	-5	-3%	2.1	?
(42) O=C(COCc1cc(-c2ccc3c(c2)OCO3)on1)N1CCCCC1
  -16%	3%	-6	-3%	?	-3	-2%	-4.1	-11%
(43) Cc1ccc(NC(=O)Nc2cnccn2)cc1C
  4%	4%	1	-13%	7	-10	-2%	-0.2	16%
(44) C=CCOc1ccc(C(=O)O)cc1Cl
  -23%	-2%	-2	-2%	-4	-7	-29%	-0.4	0%

Copied from the list.
`CCN1CCN(C(=O)C2CCN(c3nnc(C)c4c(C)n(-c5ccc(C)cc5)nc34)CC2)CC1` in GLP-1R agonist is listed with -2%
`O=C(COCc1cc(-c2ccc3c(c2)OCO3)on1)N1CCCCC1` in PI5P4K alpha inh is listed with -6
`CN(C)S(=O)(=O)c1ccc2c(c1)C(CC(=O)O)NC2=O` (stereo not given) in HEK293 tox is listed with -12%

Looked up by structure from the entries so far, 4 records:
The line under a structure holds: PLK1 PBD inh	GLP-1R agonist	PI5P4K alpha inh	HEK293 tox	DRD3 antagonist	D3 ag	WRN helicase inh	IL-2 act	GLP1R inv ag
(38) CC(C)CC(NC(=O)C(NC(=O)C(Cc1ccc(OCc2ccccc2)cc1)NC(=O)OC(C)(C)C)C(C)C)C(N)=O (stereo not given)
  -6%	-3%	3	-16%	-14	-1	2%	-0.5	-6%
(41) CCN1CCN(C(=O)C2CCN(c3nnc(C)c4c(C)n(-c5ccc(C)cc5)nc34)CC2)CC1
  -3%	-2%	6	?	-9	-5	-3%	2.1	?
(36) CN(C)S(=O)(=O)c1ccc2c(c1)C(CC(=O)O)NC2=O (stereo not given)
  ?	-27%	-21	-12%	3	1	9%	0.0	10%
(43) Cc1ccc(NC(=O)Nc2cnccn2)cc1C
  4%	4%	1	-13%	7	-10	-2%	-0.2	16%

An unsorted share of the library; about 7.8% have a hit in one of these screens.
